Source: PubChem BioAssay (several laboratories)
TWEAK Fn14 block: inhibitors of TWEAK-Fn14 signaling, primary screen, luciferase reporter cells, uHTS. inhibition, % at 10 µM. AID 1159606, 2016. TWEAK-stimulated Fn14 reporter cells, luciferase luminescence, 8 h. 360,000 tested, 2% active; in the data active means inhibition above about 50%
HIF-2a inh: HIF-2a reporter inhibitors, primary screen, luminescence, 786-0 RCC cells | 360,000 tested, 0.72% active | 786-0 RCC cells HIF-2a reporter, luciferase luminescence, overnight | AID 624352, 2012 | inhibition, % at 18.8 µM;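 active means inhibition of the luminescence signal of 40% or more relative to plate controls, in a single-dose primary screen at 18.75 µM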
NR2E3 ag-1: inhibitors of NR2E3-RetCOR corepressor binding, primary screen, NR2E3 agonist project, biochemical, TR-FRET, GST-NR2E3, biotin-RetCOR | 1536-well | AID 2300, 2010 | Photoreceptor-specific nuclear receptor (Homo sapiens), Q9Y5X4 | inhibition of corepressor binding, % at 4.78 µM | 320,000 tested, 0.12% active;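 active means percent inhibition above the cutoff of mean plus 3 SD of all tested compounds, set per screening campaign, cut at about 20% in these data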;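 further: 0% = DMSO wells and 100% = biotin wells as full block of FRET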
Target sequence (Q9Y5X4 whole entry, looked up): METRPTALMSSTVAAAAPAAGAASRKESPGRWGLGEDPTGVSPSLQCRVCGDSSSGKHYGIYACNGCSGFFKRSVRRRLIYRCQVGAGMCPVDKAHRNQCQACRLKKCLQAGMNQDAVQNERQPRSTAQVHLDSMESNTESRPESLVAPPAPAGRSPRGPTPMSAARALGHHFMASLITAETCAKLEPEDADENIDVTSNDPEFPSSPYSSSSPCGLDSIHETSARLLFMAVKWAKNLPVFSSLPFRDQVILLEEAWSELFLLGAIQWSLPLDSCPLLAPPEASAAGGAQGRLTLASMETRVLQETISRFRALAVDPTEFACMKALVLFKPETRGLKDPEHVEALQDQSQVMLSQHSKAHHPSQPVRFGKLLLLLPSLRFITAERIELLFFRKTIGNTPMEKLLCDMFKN
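System: GST-NR2E3 and biotin-RetCOR proteins; probe or stimulus: 7 nM biotin-RetCOR; doses: compound at 4.8 µM, single dose; schedule: Compound–protein incubation for 5 h at 4 °C; detection: time-resolved FRET; read-out: percent inhibition; controls: biotin wells as high control, 0.6% DMSO wells as low control; format: 1536-well plates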
Shn3 3UTR inh: reduction of Shn3 3'UTR firefly luciferase signal, primary screen, Schnurri-3 inhibitor project, cell-based, Clone20 osteoblasts, set 2. inhibition, % at 12.5 µM. 360,000 tested, 0.52% active. Clone20 osteoblast Shn3 3'UTR firefly luciferase, 24 h;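 active means mean inhibition of at least 75% with every replicate also reaching 75%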;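 further: 0% = median of neutral control wells and 100% = pilot-screen positive control compound; some compounds past the cut are filed as inactive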
Peg3 prom inh: Peg3 promoter-driven luciferase inhibitors, primary screen, cell-based, HeLa, luciferase luminescence. inhibition, % at 20 µM. HeLa PEG-Prom luciferase reporter, overnight. 360,000 tested, 1.7% active;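 active means inhibition of at least 50% at 20 µM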
CF NFkB inh: inhibitors of PAF-induced NF-kB signaling, primary screen, cell-based, GFP fluorescence, uHTS. KKLEB NF-kB-GFP reporter, GFP fluorescence overnight. 360,000 tested, 0.86% active. inhibition, % at 5 µM;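 active means at least 50% inhibition at 5 µM, scaled per plate between neutral and stimulator controls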;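 further: PAF is a Pseudomonas aeruginosa culture filtrate used as stimulus; plate controls were PAF-stimulated DMSO wells for no effect and unstimulated DMSO wells for full effect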
TROY signal inh: inhibitors of TROY-driven NF-kB signaling, primary screen, Q293 LMP1-TROYcd cells, NF-kB luciferase, uHTS. Q293 LMP1-TROYcd NF-kB luciferase reporter, 4 h. inhibition, % at 10 µM. 360,000 tested, 0.98% active. AID 1347056, 2019;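 active means compounds whose plate-normalised and pattern-corrected inhibition of the luciferase reporter signal at the single screening dose is 50% or more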
NR2E3 ag-2: NR2E3 agonists in two-hybrid cells, primary screen, cell-based, luminescence, CHO-S, Gal4-NCOR/VP16-NR2E3 | Photoreceptor-specific nuclear receptor (Homo sapiens), Q9Y5X4 | luciferase | inhibition of corepressor binding, % at 3.98 µM | 360,000 tested, 0.35% active | AID 602229, 2012;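 active means inhibition above the mean of all tested compounds plus 3 SD, cut at about 70% in these data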;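 further: 0% = DMSO with NR2E3 transfected cells and 100% = cells lacking NR2E3 construct; higher means lower luciferase signal from less NR2E3 corepressor binding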
KKLEB cytotox: cytotoxicity in KKLEB CF airway cells, primary screen, cytotoxicity control for CF NF-kB inhibitor project, cell-based, uHTS, fluorescence assay plates | activity change (cytotoxicity), % at 5 µM | KKLEB CF airway cells viability, ATPlite luminescence, overnight; hits give low values; cells stimulated with P. aeruginosa culture filtrate | AID 602141, 2011 | 360,000 tested, 0.36% active;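 active means corrected activity change at or below -50% at 5 µM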
MITF TRPM1 inh: inhibitors of MITF-dependent TRPM1 promoter reporter, primary screen, cell-based, SK-MEL-5, single point, luciferase. 330,000 tested, 0.83% active. SK-MEL-5 TRPM1 promoter luciferase, 24 h. inhibition, % at 12.5 µM;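 active means mean inhibition across replicates of 60% or more, whatever share of single replicates reaches that level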; further: values of inactives mirror those of a sister screen read the other way
C8 TRAIL sens: viability loss with TRAIL in NB7+C8 cells, primary screen, TRAIL sensitizer project, cell-based, ATPlite luminescence; inhibition (viability loss, TRAIL sensitization), % at 10 µM; 360,000 tested, 1% active; AID 624354, 2012;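 active means compounds causing at least 50% loss of cell viability in the single-dose screen, relative to plate controls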
Numbers without * were called inactive; / = no result given. These rows are one share of the data; count on the stated rates, not on these rows.

Each structure is followed by: C8 TRAIL sens | CF NFkB inh | MITF TRPM1 inh | TROY signal inh | NR2E3 ag-1 | Peg3 prom inh | NR2E3 ag-2 | KKLEB cytotox | HIF-2a inh | Shn3 3UTR inh | TWEAK Fn14 block
> C=CCN(C(=O)c1cc(C)cc(C)c1)C1(C(=O)Nc2ccccc2)CCN(C(C)C)CC1
  8 | -12 | -19 | -5 | 4 | -10 | -7 | 12 | -9 | 11 | -4
> c1coc(-c2nnc(SCc3nc4ccccc4[nH]3)o2)c1
  14 | -4 | 19 | 4 | 1 | 11 | -21 | -10 | -19 | -6 | -1
> O=C(CC(C(=O)O)c1cccc(Br)c1)c1ccc(Cl)cc1 (stereo not drawn)
  -2 | -19 | -5 | -36 | 1 | 10 | 17 | 17 | 14 | -3 | 14
> CC(=O)Nc1cccc(C(=O)/C=C/c2ccco2)c1
  0 | 12 | 4 | -4 | 0 | -31 | -8 | -17 | -1 | -8 | 6
> O=C(COc1ccc(Cl)cc1)Nc1ccccc1Cl
  1 | -9 | -52 | -26 | 5 | -244 | 1 | 1 | -227 | -38 | -34
> CCOc1ccccc1NC(=S)/C(=C(\[O-])c1ccc2c(c1)OCCO2)[n+]1ccc(CC)cc1
  3 | -2 | 8 | 4 | -1 | 4 | -25 | 12 | -10 | 18 | 3
> COc1cc(C(F)(F)F)c(C(=O)N(C)c2ccc(Cl)cc2)cn1
  -10 | -14 | 4 | -10 | -2 | 18 | 18 | 4 | 9 | 8 | -11
> COc1cccc(C(c2c(N)[nH]c(=S)[nH]c2=O)c2c(N)[nH]c(=S)[nH]c2=O)c1
  -11 | 5 | 11 | -19 | 1 | 9 | 3 | -5 | 10 | -53 | 7
> COc1ccc2sc(-c3ccc(SC)cc3)c(C#CC(C)(C)O)c2c1
  12 | 23 | -19 | -31 | 3 | -33 | -6 | 0 | -63 | -52 | -45
> Nn1c(SCc2cn3ccsc3n2)nnc1-c1ccncc1
  7 | 10 | 24 | -6 | -2 | 12 | -11 | -12 | 6 | 11 | 9
> CCCCSc1nc2c(c(C(F)(F)F)c1C#N)CCC2
  -2 | 27 | -12 | -13 | 1 | 0 | -13 | -11 | 11 | -1 | 1
> Cc1ccc(/C=N/n2c(-c3ccco3)n[nH]c2=S)cc1
  17 | -22 | -4 | 9 | 0 | 20 | -7 | 8 | 8 | 13 | -6
> Cc1c(C)n(CC(O)CN2C(=O)c3ccccc3S2(=O)=O)c2ccccc12 (stereo not drawn)
  -24 | 1 | 5 | -2 | 0 | 0 | -14 | 2 | 20 | 5 | 3
> CCOC(=O)Cn1c(C)nc2ccccc21
  4 | 3 | 9 | 5 | 2 | 7 | 4 | -6 | 11 | -29 | -6
> COC(=O)c1ccccc1S(=O)(=O)N1CCC(C(=O)NCc2ccccn2)CC1
  -4 | -15 | / | 6 | / | -8 | -59 | -7 | 8 | -12 | 13
> CCc1ccc(C(C(=O)NCc2ccccc2)N(C(=O)c2csnn2)C2CC2)cc1 (stereo not drawn)
  -6 | -3 | 6 | -16 | 0 | 12 | -13 | 4 | 2 | 0 | 7
> S=C(Nc1ccc(Cl)cc1)NC1CCN(Cc2ccccc2)CC1
  6 | 19 | 5 | 15 | 3 | 24 | -7 | -5 | 10 | 4 | 13
> NS(=O)(=O)c1ccc(NC(=O)COC(=O)c2ccc(Cl)nc2)cc1
  1 | 2 | / | 3 | -1 | 19 | 22 | 11 | 12 | -4 | -10
> Cc1ccc(OC(=O)c2ccccc2)cc1C
  -14 | 2 | -36 | -20 | / | 2 | -9 | 10 | 2 | 1 | -20
> COc1ccc(C2=NN(C(=O)/C=C/c3ccccc3)C(c3ccccc3)C2)c(OC(C)=O)c1 (stereo not drawn)
  20 | -6 | 5 | 9 | -3 | 24 | 8 | 0 | 8 | 1 | -31
> Cc1ccc(-c2nnn(CC(=O)N(CC(=O)NC3CCCC3)c3ccc(F)cc3)n2)o1
  5 | 7 | 5 | 4 | 2 | 20 | -20 | -5 | 1 | 12 | 12
> O=C(CSc1nc(-c2cccs2)cc(C(F)(F)F)n1)NCCCn1ccnc1
  -4 | 19 | 3 | -10 | 2 | 18 | -24 | -2 | 2 | -10 | 16
> C=CCNC(=S)NNC(=O)c1cccc(Br)c1
  5 | -2 | 5 | -13 | -2 | -13 | -15 | 5 | -9 | -29 | -19
> COc1ccc(C(=O)NCc2nnc(SCC(=O)Nc3cccc(OC)c3)o2)cc1
  -9 | -10 | 3 | -2 | 3 | -1 | -23 | 6 | 3 | -1 | -18
> Cc1cc(N2CCCCC2)nc(SCc2ccc(C#N)cc2)n1
  -18 | 9 | 8 | 12 | 0 | 16 | -22 | -2 | -5 | 13 | 19
> O=C(NCCCn1ccnc1)c1ccc(-c2ccccc2)cc1
  -26 | 1 | -14 | -39 | -1 | -30 | -7 | 0 | -60 | -18 | -39
> O=C(O)/C=C/c1ccccc1Oc1ccccc1
  -6 | 6 | -5 | -9 | 0 | 0 | 11 | -14 | 12 | 5 | -4
> CCOC(=O)Nc1sc2c(c1C#N)CCCC2
  8 | -5 | -79 | -47 | 2 | -233 | -85 | -5 | -264 | -45 | -20
> CCS(=O)(=O)c1ccc(O)c(NC(=O)COc2ccc(C)cc2)c1
  2 | 6 | -6 | -15 | -3 | -17 | -2 | 4 | -13 | 13 | 6
> O=C(NCc1ccccc1)c1nc2c(nnn2Cc2cccc(Cl)c2)c(=O)[nH]1
  -22 | -1 | -6 | 19 | 4 | 16 | 4 | 8 | 18 | -14 | -11

The last two records of the part before come first, to join the parts.
Each structure is followed by: C8 TRAIL sens | CF NFkB inh | MITF TRPM1 inh | TROY signal inh | NR2E3 ag-1 | Peg3 prom inh | NR2E3 ag-2 | KKLEB cytotox | HIF-2a inh | Shn3 3UTR inh | TWEAK Fn14 block
> CCS(=O)(=O)c1ccc(O)c(NC(=O)COc2ccc(C)cc2)c1
  2 | 6 | -6 | -15 | -3 | -17 | -2 | 4 | -13 | 13 | 6
> O=C(NCc1ccccc1)c1nc2c(nnn2Cc2cccc(Cl)c2)c(=O)[nH]1
  -22 | -1 | -6 | 19 | 4 | 16 | 4 | 8 | 18 | -14 | -11
> COc1ccc2c(CSc3nnc(-c4cccnc4)n3-c3ccccc3F)cc(=O)oc2c1
  -4 | 1 | 10 | -11 | 1 | 3 | -20 | -1 | 13 | 3 | -4
> O=[n+]1c2c(n([O-])c3cc(Br)ccc31)CCCC2
  -4 | 6 | 0 | 10 | -1 | -8 | -25 | 2 | -3 | -17 | 0
> OC1(c2ccc(F)cc2)CN(c2ccccc2)C2=[N+]1CCS2 (stereo not drawn)
  12 | 19 | 7 | -20 | 3 | 11 | -19 | 6 | 8 | -12 | 16
> Cc1ccccc1S(=O)(=O)Cc1ccc(C(=O)NCc2ccco2)o1
  -2 | -9 | 2 | -11 | -1 | 10 | -7 | 15 | 6 | -3 | 4
> O=C(CN1CCN(c2ccc(O)cc2)CC1)Nc1ccc(-c2ccccc2)cc1
  -9 | 4 | 3 | -18 | 0 | -4 | 0 | 6 | 14 | 9 | -7
> Cc1cc(NC(=O)CSc2nnc(-c3ccc(S(=O)(=O)N4CCCC4)cc3)n2C)no1
  -10 | 8 | 8 | 6 | 1 | -1 | -3 | -12 | -12 | -9 | 26
> COc1cccc(-c2nc3sc4c(c3c(=O)[nH]2)CCCCC4)c1
  19 | 34 | -111 | -65 | -2 | -142 | -32 | -36 | -164 | -95 | 3
> CCN1CCN(C(c2ccc(OC)cc2)C(O)C(=O)c2c[nH]c3ccccc23)CC1 (stereo not drawn)
  4 | 2 | -1 | 6 | -2 | -4 | -26 | -5 | 14 | -8 | 11
> CC(Sc1nc2ncc(Cl)cc2[nH]1)C(=O)Nc1ccccc1[N+](=O)[O-] (stereo not drawn)
  -10 | 53* | / | 3 | / | 15 | -13 | -14 | 12 | 0 | 3
> C=CCn1nnnc1SCC(=O)Nc1ccc(OC)cc1
  6 | 11 | 4 | -15 | 3 | -16 | -8 | 11 | -20 | -4 | -2
> NC(=O)COC(=O)CCCc1c[nH]c2ccccc12
  -3 | 4 | 8 | -11 | 4 | 16 | -3 | -8 | 16 | 1 | -13
> O=C1C=C(c2ccc(Cl)c(C(F)(F)F)c2)C[C@@H](c2ccc(Cl)cc2)C1
  -13 | 33 | -1 | -15 | 0 | 5 | 10 | -6 | -14 | -5 | -21
> CCc1ccc(NC2=NCC(=O)N2Cc2ccc3c(c2)OCO3)cc1
  -1 | 1 | 11 | 9 | 1 | 20 | -3 | -5 | 10 | 32 | -27
> Cc1ccc(Nc2nc3ccccc3c(=O)s2)cc1
  4 | -6 | 2 | -15 | -1 | -24 | -36 | 7 | 6 | 9 | -1
> COc1ccc(NC(=O)Cn2nnc(-c3ccccc3N)n2)cc1OC
  -13 | -8 | 10 | -4 | -2 | -10 | 5 | 9 | -8 | -2 | -6
> CC(Oc1ccccc1)C(=O)N1CCN=C1SCc1ccc(F)cc1 (stereo not drawn)
  10 | 16 | -1 | -6 | 4 | 7 | 6 | -7 | 2 | -4 | -9
> N#Cc1ccc(-c2csc(NC(=O)c3cc(-c4cccs4)nc4ccccc34)n2)cc1
  -4 | -8 | 6 | 10 | -2 | 18 | -13 | -5 | -2 | 5 | 1
> CCOC(=O)c1cc(-c2ccccc2)nc2ccc(C)cc12
  3 | -22 | -10 | -12 | 0 | -1 | -7 | 7 | -24 | 13 | -10
> Cc1ccc(C(=O)C2(C)C3c4cc(Br)ccc4OC(=O)C32C(=O)c2ccco2)cc1 (stereo not drawn)
  -6 | -20 | -4 | / | 2 | 1 | -9 | 10 | 18 | -1 | 18
> Oc1ccc(Nc2nc(Cl)nc(NCc3ccco3)n2)cc1
  12 | 20 | -8 | -6 | 3 | 22 | 27 | -5 | -15 | 13 | 39
> CCO[C@H]1OC(C(=O)N2CCN(Cc3ccccc3)CC2)=C[C@@H](C2CCCCC2)[C@@H]1CCCO
  15 | -9 | / | -9 | 0 | 18 | 15 | 6 | 0 | 5 | -11
> CCOC(=O)N1CCC(NC(=O)c2cc3ccccn3n2)CC1
  -16 | -27 | / | 5 | 2 | 2 | -4 | 13 | 9 | 3 | -10
> COc1cc(-c2nc3n(c(=O)c2C#N)CCS3)cc(OC)c1OC
  -22 | -7 | -2 | -2 | -1 | 18 | 14 | -1 | 13 | -13 | 2
> Cc1c(NC(=O)c2cc(-c3ccccc3)nc3ccccc23)c(=O)n(-c2ccccc2)n1C
  -1 | 10 | 11 | 9 | / | 42 | 23 | -14 | 1 | 22 | 5
